TRHR enhancer – allosteric enhancers of human TRH receptor. P34981. TRHR cells, fluo-8 calcium fluorescence, EC20 TRH enhancement. enhancement, % at 2 µM. hit rate 0.66% among 360,000; in the data active = enhancement above about 30%; note: 0% is about no effect
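TRHR-expressing cells loaded with fluo-8 calcium dye were read kinetically (ex 480/em 530) during compound addition, then stimulated with an EC20 of TRH (10 nM final). Enhancement of the Gq-mediated intracellular calcium response was scored.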
TRHR ag – activates the human TRH receptor. P34981. TRHR cells, calcium flux fluo-8, FDSS agonist mode. activation, % at 2 µM. hit rate 0.18% among 360,000. AID 493084; in the data active = activation above about 30%; note: 0% is about no effect
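Steps: seed TRHR cells overnight; add fluo-8 no-wash Ca dye, RT 30 min–1.5 h; record 10 s baseline; pin-transfer compounds; monitor fluorescence 1 cycle/s for the agonist window. Calcium increases flag candidate agonists.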
USP1-UAF1 inh – USP1/UAF1 (human) deubiquitinase inhibition; Potency, µM (titrated, usually from 57.1 µM), for inactives: top-dose activity change, negative = inhibition, usual class: inhibitors; hit rate 0.23% among 390,000; AID 743255; recombinant USP1/UAF1, Ub-Rhodamine cleavage fluorescence; note: potency is the fitted concentration of half-maximal effect; % is set by controls: 0 for no effect and ±100 for the full control effect; nearly all actives have a fitted effect of over 60% in size; inactives centre near -12
Target sequence (O94782 whole entry, looked up): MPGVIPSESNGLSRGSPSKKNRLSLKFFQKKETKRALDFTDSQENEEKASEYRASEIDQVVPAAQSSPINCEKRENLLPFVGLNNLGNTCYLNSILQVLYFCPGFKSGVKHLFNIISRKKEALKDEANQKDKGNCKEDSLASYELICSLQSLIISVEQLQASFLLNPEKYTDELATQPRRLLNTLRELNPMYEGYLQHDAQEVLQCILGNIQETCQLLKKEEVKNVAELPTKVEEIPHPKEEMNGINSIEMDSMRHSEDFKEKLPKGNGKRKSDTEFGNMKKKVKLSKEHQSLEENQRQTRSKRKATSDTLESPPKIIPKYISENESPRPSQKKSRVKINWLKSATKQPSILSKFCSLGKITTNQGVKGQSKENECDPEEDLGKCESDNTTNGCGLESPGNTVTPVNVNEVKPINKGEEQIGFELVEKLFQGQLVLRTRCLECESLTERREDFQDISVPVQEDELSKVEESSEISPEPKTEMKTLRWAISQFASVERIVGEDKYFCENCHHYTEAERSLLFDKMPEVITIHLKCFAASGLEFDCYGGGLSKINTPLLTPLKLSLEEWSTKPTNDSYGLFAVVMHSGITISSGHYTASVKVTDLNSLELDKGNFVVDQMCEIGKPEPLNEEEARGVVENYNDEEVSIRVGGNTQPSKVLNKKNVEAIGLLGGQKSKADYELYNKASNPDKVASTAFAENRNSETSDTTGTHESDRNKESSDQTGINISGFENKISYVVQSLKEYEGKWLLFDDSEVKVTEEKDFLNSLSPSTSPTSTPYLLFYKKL
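USP1/UAF1 complex at 1 nM was preincubated with compound for 15 min at room temperature, then Ub-Rho substrate (150nM final) was added. Fluorescence (480/540 nm) was read kinetically, 6 reads every 60 seconds.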
IDH1 R132H inh – inhibitors of human mutant IDH1 R132H. O75874. IDH1-R132H enzyme, NADPH consumption, diaphorase/resazurin fluorescence. Potency, µM (series often up to 76.6 µM), inactives show at the top dose activity change, negative = inhibition, hits mostly inhibitors. hit rate 0.093% among 390,000. AID 602179; note: potency is the fitted concentration of half-maximal effect; % is set by controls: 0 for no effect and ±100 for the full control effect; nearly all actives have a fitted effect of over 65% in size
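IDH1-R132H (0.5 ug/mL dispensed) in pH 7.5 Tris buffer was preincubated 30 min with compound, then given a substrate mix of 0.016 mM NADPH and 2 mM alpha-KG for 80 min at room temperature; remaining NADPH was read by diaphorase/resazurin fluorescence.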
rTrxR1 inhibitor – blocks rat thioredoxin reductase 1; O89049; recombinant rTrxR1, NADPH fluorescence consumption, selenite substrate; Potency, µM (top dose mostly 114 µM), without a hit: at the highest dose activity change, negative = inhibition, actives largely listed as inhibitors; hit rate 1% among 390,000; AID 588453; note: potency is the fitted concentration of half-maximal effect; % is set by controls: 0 for no effect and ±100 for the full control effect; nearly all actives have a fitted effect of over 65% in size
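Rat TrxR1 (90 nM in the dispensed reagent) was pre-reduced with 400 uM NADPH for 5 min at room temperature, then incubated with compound for 15 min. After 400 uM selenite was added, NADPH fluorescence (Ex 340/Em 450 nm) was followed for 8 min.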
D2 antagonist – D2 dopamine receptor (human) antagonism. HEK293 TREx D2 cells, calcium flux, dopamine EC80. P14416. hit rate 2% among 340,000. inhibition, % at 10 µM; in the data active = inhibition above about 30%; note: 0% is about no effect
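Measurement of antagonist activity uses fluorescent calcium dye in inducible HEK293 T-REx D2 cells: 10 s baseline, compound addition with 180 s read, EC80 dopamine addition with a further 180 s read.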
Pin1 inh – inhibitors of human Pin1; Pin1 FP peptide displacement, HiFluor488, 10 min; Potency, µM (series often up to 115 µM), without a hit: at the highest dose activity, negative = inhibition, most hits filed as inhibitors; hit rate 0.009% among 390,000; active = well fitted inhibition curve with a large enough effect in the polarisation, with a control signal flat, not every such curve was filed as active; inconclusive = small, poorly fitted or top-dose-only effect, or effect the other way, or a change in a side signal; inactive = no such curve, though single readings can be large or run the other way; the % refers to the polarisation; note: potency is the fitted concentration of half-maximal effect; % is set by controls: 0 for no effect and ±100 for the full control effect
Target sequence (Q13526 whole entry, looked up): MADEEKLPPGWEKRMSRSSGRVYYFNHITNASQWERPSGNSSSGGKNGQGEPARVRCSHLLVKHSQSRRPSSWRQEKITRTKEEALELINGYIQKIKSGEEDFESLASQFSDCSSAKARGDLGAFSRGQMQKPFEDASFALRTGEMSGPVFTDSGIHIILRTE
D2 ag – agonists of human D2 dopamine receptor; P14416; hit rate 0.53% among 340,000; activation, % at 2 µM; HEK293 T-REx D2 cells, calcium flux agonist mode; AID 485358;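 active = activation over 3 SD above normal in the single-dose calcium agonist read, cut at about 30% in these data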; note: 0% is about no effect
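Agonism is scored from calcium flux in a force-coupled, inducible HEK293 cell line expressing D2, read kinetically for 180 s after compound addition against dopamine controls.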
TrxR1 substrate – rat thioredoxin reductase 1 substrate activity; AID 588456; O89049; purified TrxR1 substrate turnover, NADPH consumption readout; Potency, µM (titrated, usually from 114 µM), for the others: at the top dose activity change, negative = substrate turnover; hit rate 0.01% among 390,000; note: potency is the fitted concentration of half-maximal effect; % is set by controls: 0 for no effect and ±100 for the full control effect; nearly all actives have a fitted effect of over 50% in size
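Rat TrxR1, dispensed at 90 nM, was prereduced with 400 uM NADPH (final) for 5 min at ~22 deg C, then incubated with compound 15 min before 400 uM selenite. A first-read NADPH fluorescence drop versus no-compound background flagged substrates.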
* = called active by the depositor; ? = inconclusive; / = no result given; [ ] = dose if it differs, or a comment. Unless noted, calls come from the whole dose curve; as a rule, active = well fitted inhibition curve with a large enough effect; inconclusive = small, poorly fitted or top-dose-only effect; inactive = no such curve, though single readings can be large or run the other way. The list is partial (hit frequency here may not be typical).

SMILES	TRHR enhancer	TRHR ag	USP1-UAF1 inh	IDH1 R132H inh	rTrxR1 inhibitor	D2 antagonist	Pin1 inh	D2 ag	TrxR1 substrate
Cc1ccc(C2(C)NC(=O)N(CC(=O)N3CCN(S(=O)(=O)c4cccs4)CC3)C2=O)cc1 (centres undefined)	-4	0.1	-3%	4%	-9%	-2	2%	-0.2	-11%
O=C1CSC(c2cccc([N+](=O)[O-])c2)N1C1CC2CCC1C2 (centres undefined)	-3	-0.9	-18%	3%	15%[57.1 µM]	8	1%	-0.1	4%[57.1 µM]
Cn1c(=O)c2c(nc(CN3CCCCC3)n2CCc2ccccc2)n(C)c1=O	-3	-2.0	9%	0%	13%[57.1 µM]	-4	-1%	-0.1	11%[57.1 µM]
O=C(Cc1cccs1)NCCS(=O)(=O)N1CCN(c2cccc(Cl)c2)CC1	-6	-0.2	2%	0%	26%	-12	-11%	0.0	3%
Cc1nnc(NC2=NCCC2)s1	10	0.3	7%	-2%	-3%	8	-3%	0.7	0%
Cc1ccc(NC(=O)COC(=O)COc2ccc(Cl)cc2)c([N+](=O)[O-])c1	2	0.3	-3%	8%	1%	-3	-3%	-1.6	-10%
COc1ccc(/C=C/C(=O)OCC(=O)c2c(N)n(C)c(=O)n(C)c2=O)cc1	12	1.7	-18%	0%	14%[57.1 µM]	/	-17%	/	-4%[57.1 µM]
CNC(=O)c1c(NC(=O)C2=COCCO2)sc2c1CCC(C)C2 (centres undefined)	-6	-0.7	-9%	2%	20%	5	5%	-0.4	6%
Cc1cccc(N2CCN(C(=O)N3CCCCC3)CC2)c1C	5	-0.4	-3%	19%	20%[57.1 µM]	9	-4%	5.7	-8%[57.1 µM]
CCN(CC)S(=O)(=O)c1ccc(-c2nnc(SCC(=O)Nc3nnc(C)s3)n2CC)cc1	13	-0.6	5%	9%	-24%[57.1 µM]	/	1%	/	-8%[57.1 µM]
Cc1c(NC(=O)Nc2cccc(C(F)(F)F)c2)c(=O)n(-c2ccccc2)n1C	6	-1.2	-2%	4%	-6%	-14	14%	0.3	-4%
O=C(CCN1CCCCC1=O)NC1CCCc2c1cnn2-c1ccccc1F (centres undefined)	3	0.1	-17%	4%	39%[activator][57.1 µM]	-3	-4%	-0.4	7%[57.1 µM]
COc1ccccc1NC(=O)CS(=O)(=O)c1cn(CC(=O)N(C(C)C)C(C)C)c2ccccc12	/	/	-13%	-2%	14%	/	2%	/	12%
O=C(c1ccccc1Cl)N(Cc1ccco1)Cc1ccco1	-5	-1.6	-10%	0%	5%	/	-4%	-1.4	-2%
CCOC(=O)c1oc2ccccc2c1COC(=O)CNC(=O)c1ccccc1	6	-0.5	-1%	9%	-15%	3	1%	0.4	-12%
Cc1c(Cl)cccc1NC(=O)CNC(=O)c1cn(-c2ccccc2)nc1-c1cccnc1	1	1.0	-13%	4%	9%	22	9%	0.3	1%
CCOc1ccc(NC(=O)c2ccc(NC(=O)C3CCCO3)cc2)cc1 (centres undefined)	-2	-0.1	-10%	-4%	18%[57.1 µM]	/	-3%	/	3%[57.1 µM]
COc1cc(/C=C/C(=O)O[C@H]2[C@H](O[C@@H]3O[C@@H](C)[C@H](O)[C@@H](O)[C@H]3O)[C@@H](O)[C@H](OCCc3ccc(O)c(OC)c3)O[C@@H]2CO)ccc1O	/	/	-6%	5%	-1%	/	1%	/	-2%
CC(C)C[C@@H](CNCC(=O)[C@H](Cc1c[nH]c2ccccc12)NC(=O)c1[nH]cnc1C(=O)N[C@@H](C)CN)NC(=O)c1nc[nH]c1C(=O)N[C@@H](CC(=O)O)C(=O)O	/	/	-24%	-4%	-9%	/	0%	/	-5%
CN(c1ccc(C(=O)NCc2ccncc2)cc1)S(=O)(=O)c1ccc(Cl)cc1	-4	0.2	-16%	-2%	12%	-12	1%	-0.4	6%
C=CCSc1nc(-c2ccc(OC)cc2)c(C#N)c(=O)n1CC=C	-5	-1.0	?	-8%	24%[57.1 µM]	16	10%	0.8	79%
CCN(CC)CCOC(=O)/C=C/c1ccccc1OC	-2	0.1	-7%	2%	-16%	-14	-7%	-0.5	8%
Cc1cc(C(=O)NNC(=O)c2ccc(C)s2)c(C)o1	4	0.6	-3%	-8%	2%[57.1 µM]	3	2%	1.1	-1%[57.1 µM]
Cc1ccc(NC(=O)Cn2nnc(-c3ccccc3NC(=O)c3cccs3)n2)cc1	0	0.7	-21%	-10%	10%	4	12%	1.9	25%
CCOC(=O)c1sc(NNC(=O)c2ccc(C)cc2)nc1C	2	1.4	-10%	8%	27%[57.1 µM]	-4	-3%	2.6	-14%[57.1 µM]

(further entries)
SMILES	TRHR enhancer	TRHR ag	USP1-UAF1 inh	IDH1 R132H inh	rTrxR1 inhibitor	D2 antagonist	Pin1 inh	D2 ag	TrxR1 substrate
CCCn1c(C2CC(=O)N(c3cc(OC)ccc3OC)C2)nc2ccccc21 (centres undefined)	1	-0.8	-10%	13%	16%[57.1 µM]	5	-17%	0.4	9%[57.1 µM]
CCC(Oc1ccc(F)cc1)C(=O)Nc1cc(-c2ccc(C)cc2)no1 (centres undefined)	-6	3.2	-14%	-5%	23%	/	6%	3.8	-6%
O=C(Nc1ccccc1)c1ccc2c(c1)OCCCO2	-1	-0.2	-20%	-3%	8%	5	1%	0.2	3%
Cc1cc(N2CCN(c3ccc(F)cc3)CC2)nc2cc(O)ccc12	-13	0.1	?	10%	7%	-22	11%	-2.0	10%
COc1cc(/C=C/C(=O)O)ccc1OCc1cnc(Cl)s1	3	0.0	-7%	2%	10%[57.1 µM]	11	14%	1.6	7%
CCOC(=O)c1nn(-c2ccc(F)cc2)c(=O)c2c(N)scc12	9	-0.4	?	-7%	16%[57.1 µM]	-6	0%	0.2	3%[57.1 µM]
COc1cccc(Nc2ncc(C#N)c(N)n2)c1	-2	-1.8	-23%	0%	8%	4	2%	0.9	3%
Cc1sc(NC(=O)c2ccc(Br)s2)c(C(N)=O)c1C	4	-0.1	-12%	11%	11%	3	2%	0.9	20%
COc1ccc(Cn2nnnc2C(c2ccccn2)N2CCN(c3cc(Cl)ccc3C)CC2)cc1 (centres undefined)	1	1.6	-7%	1%	26%	/	3%	/	7%[57.1 µM]
Cc1cccn2c(=O)c3cc(C(=O)NC(C)C)c(=N)n(Cc4ccncc4)c3nc12	0	-0.8	-6%	10%	96%[activator]	11	-3%	0.4	/
CCOC(=O)c1cnc2c(Cl)cccc2c1NCCN(C)C	-6	0.1	8%	10%	0%	-7	2%	2.0	0%
Cc1[nH]c2ccccc2c1C(=O)/C=C/c1ccccc1	26	-0.7	-15%	9%	12%[57.1 µM]	-28	18%	0.5	2%[57.1 µM]
CCOc1ccc(N(CC)C(=O)C2CCN(S(=O)(=O)c3cccc4nonc34)CC2)cc1	-2	1.6	?	9%	14%	/	-1%	0.1	1%
CCOC(=O)N1CCc2c(sc(NC(=O)CN3CCOCC3)c2C#N)C1	9	-0.3	-17%	4%	17%[57.1 µM]	6	-10%	-2.5	5%[57.1 µM]
CN(Cc1ccco1)C(=O)c1c[nH]c2ccc(S(=O)(=O)Nc3ccc4c(c3)OCCO4)cc2c1=O	4	-0.2	1%	-4%	-9%	9	7%	-0.6	6%
COc1ccc(-c2nc(SC(CC(=O)NCCO)c3cccs3)n[nH]2)cc1 (centres undefined)	-1	0.6	-14%	9%	17%[57.1 µM]	26	-1%	-0.1	10%[57.1 µM]
Cc1c(NC(=O)C2(c3ccc(Cl)cc3)CCCC2)c(=O)n(-c2ccccc2)n1C	-28	-0.5	-11%	0%	11%	14	-4%	0.1	6%
O=C(CSc1nnc(C2COc3ccccc3O2)o1)Nc1nccs1 (centres undefined)	-2	0.5	-26%	-10%	29%	0	-7%	0.6	0%
O=C(O)c1sc(Nc2ccccc2)nc1-c1ccccc1	1	0.3	-21%	0%	-23%	/	17%	/	-9%
NC(=O)c1ccsc1NC(=O)c1ccc(S(=O)(=O)N2CCCC2)cc1	-10	0.6	-25%	-11%	16%	-3	1%	0.4	0%
COc1ccc(NC(=O)CSc2nnc(-c3cc(C)[nH]n3)n2N)cc1OC	-4	0.7	-26%	-5%	25%	-13	-8%	1.8	3%
C=CCOc1ccc(CNCCc2ccc(S(N)(=O)=O)cc2)cc1	-1	0.1	-13%	-3%	-4%[57.1 µM]	/	-2%	/	-5%[57.1 µM]
COC(C(=O)Nc1ccnn1C1CCN(C(=O)c2ccc(C=O)cc2)CC1)c1ccccc1 (centres undefined)	5	-1.1	-7%	-9%	1%	-17	5%	-1.7	-7%
CC1=C(c2ccc(C(C)C)cc2)S(=O)(=O)NC1=NCc1ccccc1Br	-3	1.4	27%	-18%	22%	/	16%	5.5	1%
O=S(=O)(NCC1CCCO1)c1ccc(S(=O)(=O)N2CCCC2)cc1 (centres undefined)	21	0.6	-24%	2%	14%	21	3%	0.1	-5%
COc1cccc(NC(=O)C2C3C=CC4(O3)C2C(=O)N(C(C)C)C4C(=O)NC2CCCCC2C)c1 (centres undefined)	-8	0.2	-5%	4%	4%	-22	?	-0.8	-1%
O=C(C(Sc1ccccc1)c1ccccc1)N1CCOCC1 (centres undefined)	2	-0.1	-12%	0%	16%	-11	4%	-0.5	4%
CN(C)c1ccc(NC(=O)CN2C3CCCC2CC(NC(=O)c2ccccc2)C3)cc1 (centres undefined)	-8	-0.9	-23%	-3%	24%	9	-1%	-0.1	7%
c1ccc(Nc2nc(NCc3ccco3)c3ccccc3n2)cc1	-14	0.6	-19%	-7%	15%[57.1 µM]	-6	-6%	0.5	7%[57.1 µM]

Profiles, quoted from the list. Order of values: TRHR enhancer	TRHR ag	USP1-UAF1 inh	IDH1 R132H inh	rTrxR1 inhibitor	D2 antagonist	Pin1 inh	D2 ag	TrxR1 substrate
`CCCn1c(C2CC(=O)N(c3cc(OC)ccc3OC)C2)nc2ccccc21` (centres undefined) is entered as 1	-0.8	-10%	13%	16%[57.1 µM]	5	-17%	0.4	9%[57.1 µM]
`O=S(=O)(NCC1CCCO1)c1ccc(S(=O)(=O)N2CCCC2)cc1` (centres undefined) is entered as 21	0.6	-24%	2%	14%	21	3%	0.1	-5%
`COc1ccc(NC(=O)CSc2nnc(-c3cc(C)[nH]n3)n2N)cc1OC` is entered as -4	0.7	-26%	-5%	25%	-13	-8%	1.8	3%

Screens (PubChem)
